Screens as filed in PubChem BioAssay.
EP2 modulator = modulators of human EP2 prostaglandin E2 receptor. P43116. EP2-expressing cells, cAMP HTRF FRET, PGE2 co-stimulation. induction, % at 25 µM. actives 0.83% (n = 260,000). AID 940;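 active means compounds whose cAMP rise, as percent of the full-agonist control response, exceeds 60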;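 further: rat C6 glioma line stably carrying human EP2 under a CMV promoter; the protocol text gives 20 µM as final concentration; 100% = response of wells given 1 µM PGE2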
Ba/F3 V617F tox = lowers viability of Ba/F3 cells expressing EpoR and JAK2V617F. ATP luminescence. inhibition, % at 5.6 µM. actives 1.1% (n = 220,000). AID 1446;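 active means inhibition above the campaign mean plus 3 SD over all tested compounds, cut at about 24% in these data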;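 further: cytokine-independent growth of Ba/F3 cells driven by EpoR plus mutant JAK2; 0% = DMSO-treated cells and 100% = JAK inhibitor I control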
S1P4 antagonist = human S1P4 receptor antagonism; O95977; inhibition, % at 4.98 µM; S1P4-expressing cells, antagonist mode, reporter read-out; actives 0.26% (n = 220,000); in the data active means inhibition above about 29%;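 further: 0% = wells stimulated with agonist and 100% = vehicle wells without agonist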
Target sequence (O95977 whole entry, looked up): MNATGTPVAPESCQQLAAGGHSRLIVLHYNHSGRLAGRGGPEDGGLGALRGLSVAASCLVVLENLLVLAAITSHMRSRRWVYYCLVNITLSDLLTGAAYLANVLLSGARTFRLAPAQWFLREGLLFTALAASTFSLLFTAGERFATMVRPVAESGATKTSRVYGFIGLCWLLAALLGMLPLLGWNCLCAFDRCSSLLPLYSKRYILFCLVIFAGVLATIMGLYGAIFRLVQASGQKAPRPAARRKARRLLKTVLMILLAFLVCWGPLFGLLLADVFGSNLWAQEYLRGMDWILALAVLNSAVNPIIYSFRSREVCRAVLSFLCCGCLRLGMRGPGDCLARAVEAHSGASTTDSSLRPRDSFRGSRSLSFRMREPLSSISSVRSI
Calpain2 inh = inhibitors of pig calpain II | actives 0.37% (n = 220,000) | purified calpain II, fluorogenic peptide substrate, 30 min | inhibition, % at 16 µM;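 active means inhibition above about 50%, limit read from the data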
BaF3 tox = counter-screen for JAK2V617F inhibitors: parental Ba/F3 viability inhibitors; CellTiter-Glo ATP luminescence; inhibition, % at 5.6 µM; actives 1.1% (n = 220,000); AID 1486;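 active means inhibition above a per-campaign cutoff, the mean inhibition of all tested compounds plus 3 SD, cut at about 27% in these data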;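 further: 0% = DMSO wells and 100% = JAK Inhibitor I control wells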
TRPML3 agonist = activates the human TRPML3 channel; activation, % at 3 µM; HEK293 TRPML3-YFP, Fluo-8 calcium fluorescence; 100% = the carbachol control signal; Q8TDD5; actives 0.29% (n = 220,000);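 active means activation above its plate's cutoff, the mean activation of the plate's test wells plus 3 SD, cut at about 12% in these data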;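 further: 0% = DMSO only wells and 100% = carbachol wells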
Target sequence (Q8TDD5 whole entry, looked up): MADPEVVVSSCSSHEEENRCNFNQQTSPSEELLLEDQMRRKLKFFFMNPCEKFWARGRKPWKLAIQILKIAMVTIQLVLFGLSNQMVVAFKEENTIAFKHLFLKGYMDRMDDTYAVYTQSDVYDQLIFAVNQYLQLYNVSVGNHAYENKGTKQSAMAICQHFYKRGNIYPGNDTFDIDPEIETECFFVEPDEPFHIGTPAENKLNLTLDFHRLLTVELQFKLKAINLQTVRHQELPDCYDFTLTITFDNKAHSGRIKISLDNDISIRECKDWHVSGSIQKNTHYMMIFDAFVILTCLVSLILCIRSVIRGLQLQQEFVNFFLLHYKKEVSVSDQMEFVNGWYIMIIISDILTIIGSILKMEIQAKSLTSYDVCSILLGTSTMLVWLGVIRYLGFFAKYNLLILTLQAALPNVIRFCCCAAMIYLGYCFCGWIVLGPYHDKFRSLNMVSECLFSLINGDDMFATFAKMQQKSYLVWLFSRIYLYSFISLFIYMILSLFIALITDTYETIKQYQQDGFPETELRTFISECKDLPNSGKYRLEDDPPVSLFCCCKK
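Test system: TRPML3-YFP stable HEK293 cells. Doses: single point at 3 µM. Incubation: dye loading 1 h 37 °C then 30 min ambient, 125 s read. Signal: Fluo-8 calcium dye fluorescence, ex 470-495, em 515-575 nm. Measure: percent activation from peak-to-basal fluorescence ratio, scaled between DMSO and carbachol.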
S1P4 ag = activates the human S1P4 receptor; O95977; S1P4-expressing cell line, agonist reporter assay; activation, % at 4.98 µM; actives 0.35% (n = 220,000); AID 1509; in the data active means activation above about 11%;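 further: 0% = DMSO vehicle and 100% = reference agonist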
PERK inhibitor = inhibitors of human PERK kinase | Q9NZJ5 | CHO PERK-DD fusion, SEAP luminescence translation reporter | inhibition, % at 5.6 µM | actives 0.17% (n = 220,000);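 active means inhibition above the mean inhibition of all tested compounds plus 3 SD, set separately per screening campaign, cut at about 2.9% in these data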;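 further: PERK kinase domain activated by AP20187 dimerizer at 100 nM; 0% = DMSO with dimerizer and 100% = rapamycin at 8.4 µM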
zfTRPN1 agonist = zebrafish TRPN1 (NompC) channel agonism; HEK293 zebrafish TRPN1-YFP, Fluo-8 calcium fluorescence; 100% = response to 87 µM carbachol; activation, % at 3 µM; actives 0.18% (n = 220,000); AID 1424;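 active means activation above its plate's cutoff, the mean activation of test wells on that plate plus 3 SD, cut at about 19% in these data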;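 further: 0% = DMSO alone and 100% = 87 µM carbachol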
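System: zebrafish TRPN1-YFP in HEK293 cells / Dosing: 3 µM single point / Timing: dye loading 1 h at 37 °C, then 30 min room temperature / Signal: Fluo-8 calcium fluorescence, excitation 470-495 nm, emission 515-575 nm / Read-out basis: percent activation from peak over basal fluorescence ratio, control-normalized / Control set: high carbachol 87 µM, low DMSO alone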
* = called active by the depositor; i = inactive; & = joins results of further samples.

SMILES	EP2 modulator	Ba/F3 V617F tox	S1P4 antagonist	Calpain2 inh	BaF3 tox	TRPML3 agonist	S1P4 ag	PERK inhibitor	zfTRPN1 agonist
CC(NC(=O)COC(=O)c1cn(-c2ccccc2)nc1-c1cccs1)c1ccccc1 (stereo not given)	29	2	11	-154	7	-0.7	1.4	-2.0	-0.1
O=C(Oc1ccc(/C=N/NC(=O)c2ccccc2O)cc1)c1ccccc1	-33	-5	-9	-85	1	-0.2	-2.2	0.6	-0.5
O=C(O)CC1(CC(=O)Nc2ccc3c(c2)C(=O)OC3)CCCCC1	6	-2	6	9	1	0.7	1.0	0.7	-0.9
Cc1cc(-n2c(C)cc(C(=O)CSc3nc(N)cc(=O)[nH]3)c2C)no1	-11	3	-1	6	8	0.4	2.8	1.9	-0.1
COc1ccc(OC)c(C(=O)CSc2nnnn2C)c1	18	1	-8	10	5	0.9	0.2	0.7	0.4
Fc1ccccc1CNC(=S)Nc1cccc(C(F)(F)F)c1	-15	-2	1	7	5	1.6	4.7	1.2	8.0
Cc1cc(C(=O)COC(=O)C2=NNC(=O)CC2)c(C)n1-c1ccc(OC(F)F)cc1	-4	3	-14	-7	7	0.8	-1.6	0.4	0.0
N#CCCCCN1CCCC1	-1	0	-7	-14	0	-0.1	0.6	1.1	0.2
COc1ccc(CN=C(NS(=O)(=O)c2cccs2)SC)cc1	10	0	-13	3	0	0.0	-1.6	-0.1	0.4
CCN(CC(=O)Nc1ccc(Br)c(C)c1)CC(=O)NC(C)C	0	2	-5	-8	7	0.5	0.5	0.9	0.5
O=C1CSC(c2cccnc2)N1Cc1ccc(Cl)c(Cl)c1 (stereo not given)	-32	0	11	12	3	0.2	-0.6	-0.7	0.0
CCCc1nc2c(=O)n(C)c(=O)[nH]c2n1CCC	20	-3	3	-1	1	0.5	-1.2	2.7	-0.9
O=C(Oc1ccc(N2C(=O)CCC2=O)cc1)c1ccccc1Cl	4	-2	7	-13	1	0.5	0.3	1.1	1.4
O=C(NNC(=S)Nc1ccccc1Cl)c1ccncc1	24	1	15	-17	2	0.9	0.8	0.4	1.0
Oc1ccc(/C=N/Nc2nc(N3CCCC3)nc(N3CCCC3)n2)cc1O	-3	46*	-11	-45	5	0.2	0.6	-0.5	0.7
O=C(c1cccc(C(F)(F)F)c1)N1CCN(C2CCCCC2)CC1	-11	4	-2	34	3	0.3	3.0	-0.8	0.2
CCOC(=O)/C(O)=C/c1ncc(C(F)(F)F)cc1Cl	22	-4	-14	-20	1	0.3	2.3	1.1	0.1
CC(C)Cn1c(N)c(C(=O)NCC2CCCO2)c2nc3ccccc3nc21 (stereo not given)	28	2	-7	i	1	0.9	3.1	-1.1	1.3
Cn1c(=O)c2c([nH]c(=O)n2C)n(C)c1=O	8	0	-27	15	2	0.8	0.4	0.2	1.5
CCC1(C(=O)c2ccccc2)C(c2ccc([N+](=O)[O-])cc2)C1(C(=O)OC)C(=O)OC (stereo not given)	47	2	-11	27	8	-0.7	-0.1	-0.5	-2.9
CC(C)CNS(=O)(=O)c1ccc(OCC(=O)NCc2ccco2)cc1	-20	-5	-8	4	-1	-0.2	1.9	1.4	-2.1
CCOC(=O)Nc1cc(OCC)c(NC(=O)C2CC2)cc1OCC	21	0	-11	1	-1	0.1	1.7	0.1	0.6
COc1ccc(S(=O)(=O)N/N=C\c2ccc3c(c2)OCO3)cc1	4	-3	0	22	7	1.0	-1.7	1.0	1.0
Cc1cc(C(=O)N2CCC(C(=O)O)CC2)c(C(F)(F)F)o1	-14	2	12	-4	1	-0.3	3.4	2.2	-0.4
COc1cc(/C=C/C(=O)NCCc2ccc(S(N)(=O)=O)cc2)ccc1OCC#N	6	-1	-4	-47	2	0.8	-0.1	0.3	1.5

Next part.
SMILES	EP2 modulator	Ba/F3 V617F tox	S1P4 antagonist	Calpain2 inh	BaF3 tox	TRPML3 agonist	S1P4 ag	PERK inhibitor	zfTRPN1 agonist
COc1cc(/C=N/n2c(-c3ccccc3)n[nH]c2=S)ccc1O	0	8	-7	24	2	-0.1	7.0	1.6	-0.5
CCCC(=O)N1c2ccccc2C(N(C(C)=O)c2ccccc2)CC1C (stereo not given)	18	-2	-14	0	-1	-1.7	0.0	-1.0	-1.3
CC(=O)NC(Cc1cc(C)ccc1C)C(=O)N1CCN(C(=O)Nc2ccc(C(C)=O)cc2)CC1 (stereo not given)	18	-3	-19	-9	1	0.2	-1.4	-0.1	0.3
COc1ccc([N+](=O)[O-])cc1NCc1ccccc1	19	2	22	12	3	-0.1	-0.2	1.1	-1.3
CC1(C)Cc2c(C#N)c(NCCc3ccccc3)nc(-c3ccco3)c2CO1	49	-3	-4	-396	6	0.8	0.0	0.0	-0.4
CCOC(=O)C1CCN(C(=O)N(CC)CC)CC1	26	0	-7	-29	11	0.8	0.4	1.6	0.5
Cn1c(=O)c2c(ncn2CC(=O)N2CCN(c3ccc(F)cc3)CC2)n(C)c1=O	8	-4	-2	-6	3	0.2	0.6	-0.3	0.3
O=P1(O)C=C(c2ccccc2)NC(c2ccccc2)=C1	28	-2	1	-4	0	0.4	-0.1	0.8	0.9
NC(=O)c1c(NC(=O)CSc2nnc(-c3ccccc3)n2CC2CCCO2)sc2c1CCC2 (stereo not given)	3	-2	-5	-25	5	-0.7	-0.8	0.3	-1.2
O=C(COC(=O)c1cc[n+]([O-])cc1)Nc1ccc(Cl)cc1[N+](=O)[O-]	14	1	12	3	5	-0.6	0.5	0.3	1.8
COc1ccc(S(=O)(=O)Nc2ccccc2-c2nnn(CC(=O)Nc3ccccc3OC)n2)cc1	-1	-2	-24	-13	4	0.7	0.8	0.7	0.0
O=C(CSc1ncnc2ccccc12)NCCCO	2	1	-2	4	-1	0.1	0.7	0.3	0.5
O=S(=O)(c1cccc2nsnc12)N1CCOCC1	24	2	-10	-14	6	0.2	1.6	1.2	1.1
Cc1cc(C(=O)COC(=O)c2ccc3c(c2)NC(=O)CS3)c(C)n1CC1CCCO1 (stereo not given)	-19	2	-9	-12	2	2.2	8.5	-0.6	1.3
CCOc1ccc(NC(=O)C2CCN(S(=O)(=O)c3cccnc3)CC2)cc1	-20	-4	5	9	4	0.7	-2.6	0.0	-0.5
CC(C)=CCCC(C)CN1CCC(N2CCC(C(=O)N3CCCC3)CC2)CC1 (stereo not given)	-4	1	-25	2	4	1.4	-0.3	1.4	1.0
Cc1cccc(C(=O)Nc2scc(CC(C)C)c2C(=O)O)c1	-45	0	-10	-16	8	0.5	-0.9	1.0	0.2
C=CCN(CC=C)CCOc1ccc(OC(C)C)cc1	28	-1	0	-3	-3	0.6	-0.6	1.8	-1.0
Cc1ccc2c(c1)c(C1=NC(=S)NC1=O)c(O)n2C	-10	4	-21	5	4	0.1	1.5	0.9	-1.1
O=C(N/N=C/c1cc([N+](=O)[O-])ccc1N1CCCCCC1)c1ccccn1	3	2	-8	38	9	-0.9	4.3	0.9	-1.2
Cn1c(SC(C(=O)Nc2ccc(F)cc2)c2ccccc2)nc2ccccc21 (stereo not given)	1	0	-7	5	5	0.4	0.3	0.0	1.0
Cn1cccc1CNC1CCCCC1	15	0	-22	-3	4	0.7	2.1	0.1	0.5
Cc1ccc(NC2c3ncccc3C(=O)N2C2CCCCC2)cc1C (stereo not given)	-12	-2	3	-40	3	-0.1	1.0	0.1	1.0
CNC(=O)c1cc2ccccc2o1	28	-3	5	-14	4	0.8	-1.6	1.6	-0.1
Cc1ccc(NC(=O)CN(C)C(=O)Cn2ncc(Cl)c(Cl)c2=O)cc1	-8	0	82*	-83	-2	0.0	0.7	1.2	-0.7

Following part
SMILES	EP2 modulator	Ba/F3 V617F tox	S1P4 antagonist	Calpain2 inh	BaF3 tox	TRPML3 agonist	S1P4 ag	PERK inhibitor	zfTRPN1 agonist
CCOc1ccc2[nH]c(=O)c(CN(Cc3cccs3)Cc3nnnn3C(C)(C)CC)cc2c1	32	-1	-18	-8	3	0.1	-2.8	-0.4	0.1
COc1cc(C(=O)O)nc2ccc([N+](=O)[O-])cc12	15	2	11	11	4	1.1	0.0	-0.3	0.7
CCn1cc(CNC(=O)c2cc(-c3ccccc3OC)nc3ccccc23)c(C)n1	-5	1	-4	2	1	0.3	0.8	0.0	0.4
Clc1ccc(Cl)c(-c2ccc(/C=N/c3ncn[nH]3)o2)c1	71*	1	-11	15	3	-0.5	1.9	0.2	-0.4
CC(=O)c1ccc(Nc2cc(C)nc3ccc(C)cc23)cc1	-31	0	0	1	0	-0.7	-0.5	-0.2	-0.5
COc1ccc(NC(=O)c2ccco2)cc1NC(=O)c1ccc(C)cc1	-16&4	4	-11	10	6	-0.1	0.8	-0.1	0.1
Nc1nc2nc(-c3ccc(OCc4ccccc4)cc3)cc(C(F)(F)F)n2n1	6	0	-5	-448	7	0.8	1.0	2.2	0.3
O=C1C(Cl)=C(NC2CCCCC2)C(=O)N1c1ccc(Cl)cc1	16	-3	-6	-33	0	0.7	1.3	0.5	-0.7
CCCCCOc1ccc(CSC2=NCCN2)cc1[N+](=O)[O-]	-8	-6	7	4	-1	1.6	4.5	0.9	-1.2
O=C(NCCc1c[nH]c2ccccc12)c1cc2sccc2n1Cc1ccccc1	-59	0	1	-27	7	0.2	4.4	-1.5	-0.7
Cc1ccc(NC(=O)CNc2cccc(C)c2C)c(C)c1	7	-4	-8	4	0	-0.3	0.4	-0.2	-0.3
CC(=O)c1cccc(CN2CCN(Cc3ccccc3)C(CCO)C2)c1 (stereo not given)	22	-2	-2	-5	0	1.1	2.2	0.1	0.6
Cc1cc(NC(=O)c2cc3ncc(Br)cn3n2)no1	13	0	-14	1	1	1.0	-0.1	1.3	1.8
FC(F)(F)Oc1ccc(NC(=S)NCCCN2CCOCC2)cc1	-16	0	-8	-20	2	1.1	1.3	0.9	1.2
CSc1ccccc1NC(=O)c1cccs1	14&3	0	-25	-22	1	-1.1	1.1	0.2	-0.8
COc1cccc(CN(C)CC(=O)Nc2cccc(C(F)(F)F)c2)c1OC	12	-3	-7	63*	3	0.3	1.1	0.2	-1.1
CC1(C)CN=c2s/c(=C\c3ccc(Cl)cc3)c(=O)n2C1	-56	3	8	-36	2	0.4	1.0	0.3	0.4
CCOC(=O)Nc1ccc2c(CN3C(=O)NC(CC)(CC)C3=O)cc(=O)oc2c1	13	-3	6	i	0	-0.8	-1.1	-0.1	-2.0
COC(=O)CC1C(=O)NCCN1C(=S)NC(=O)CCc1ccccc1 (stereo not given)	-6	-2	-2	3	2	1.2	-1.7	0.3	1.1
O=C(CSc1ncnc2c1oc1ccccc12)Nc1ccc2c(c1)OCCO2	21	-4	1	3	0	0.2	1.5	0.0	-0.7
CCn1c2ccc(C)cc2c2nnc(NN)nc21	11	4	-68	21	4	0.3	2.2	0.3	-2.4
CCc1nnc(NC(=O)Cc2c[nH]c3ccccc23)s1	9	4	-14	4	9	-0.2	1.1	0.3	0.5

Compound profiles, as listed above. Screens in order: EP2 modulator | Ba/F3 V617F tox | S1P4 antagonist | Calpain2 inh | BaF3 tox | TRPML3 agonist | S1P4 ag | PERK inhibitor | zfTRPN1 agonist
`Cc1ccc(NC2c3ncccc3C(=O)N2C2CCCCC2)cc1C` (stereo not given) is listed with -12 | -2 | 3 | -40 | 3 | -0.1 | 1.0 | 0.1 | 1.0
`COc1cc(/C=C/C(=O)NCCc2ccc(S(N)(=O)=O)cc2)ccc1OCC#N` is listed with 6 | -1 | -4 | -47 | 2 | 0.8 | -0.1 | 0.3 | 1.5
